# Assay outcomes deposited in PubChem BioAssay by National Center for Advancing Translational Sciences (NCATS).
# Eya2 phos inh: inhibitors of human Eya2 phosphatase activity; recombinant Eya2, OMFP fluorescence dephosphorylation (OMFP is methylfluorescein phosphate); Potency, µM (titrated, usually from 76.9 µM), without a hit: at the highest dose activity, negative = inhibition, hits mostly inhibitors; 330,000 compounds, 0.006% hits; AID 488837; note: potency is the fitted concentration of half-maximal effect
#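 Eya2 (0.2 uM) preincubated 10 min at ambient with compound, then OMFP substrate added at 50 uM; 10 min reaction in 50 mM HEPES pH 7.5, 50 mM NaCl, 5 uM MgCl2, 0.05% BSA, 1 mM DTT. Fluorescence read at Ex 485/Em 525 nm.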
# FBPA coupling cs: counter-screen for Giardia aldolase inhibitors: coupling enzyme system; coupling enzyme system counterscreen, AmpLite Red fluorescence; activity change, negative = inhibition, % at 58.2 µM, hits read low; 290,000 compounds, 0.67% hits; in the data active = activity change below about -30%
#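 Counterscreen lacking aldolase: glyceraldehyde-3-phosphate coupling-enzyme reagent preincubated 10 min at RT with compound (at 57.5 uM final), then substrate/coupling system with AmpLite Red added; fluorescence read at 525/598 nm after 20 min RT.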
# USP2a inh: blocks human ubiquitin-specific protease USP2a; O75604; USP2 core, Ub-CHOP2 coupled fluorogenic reporter, 485/531; Potency, µM (series often up to 38.3 µM), without a hit: at the top dose activity change, negative = inhibition, usual class: inhibitors; 330,000 compounds, 0.01% hits;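 note: potency is the fitted concentration of half-maximal effect; plate controls were DMSO wells for no effect and full inhibition by NEM control for full effect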
# Target sequence (O75604 whole entry, looked up): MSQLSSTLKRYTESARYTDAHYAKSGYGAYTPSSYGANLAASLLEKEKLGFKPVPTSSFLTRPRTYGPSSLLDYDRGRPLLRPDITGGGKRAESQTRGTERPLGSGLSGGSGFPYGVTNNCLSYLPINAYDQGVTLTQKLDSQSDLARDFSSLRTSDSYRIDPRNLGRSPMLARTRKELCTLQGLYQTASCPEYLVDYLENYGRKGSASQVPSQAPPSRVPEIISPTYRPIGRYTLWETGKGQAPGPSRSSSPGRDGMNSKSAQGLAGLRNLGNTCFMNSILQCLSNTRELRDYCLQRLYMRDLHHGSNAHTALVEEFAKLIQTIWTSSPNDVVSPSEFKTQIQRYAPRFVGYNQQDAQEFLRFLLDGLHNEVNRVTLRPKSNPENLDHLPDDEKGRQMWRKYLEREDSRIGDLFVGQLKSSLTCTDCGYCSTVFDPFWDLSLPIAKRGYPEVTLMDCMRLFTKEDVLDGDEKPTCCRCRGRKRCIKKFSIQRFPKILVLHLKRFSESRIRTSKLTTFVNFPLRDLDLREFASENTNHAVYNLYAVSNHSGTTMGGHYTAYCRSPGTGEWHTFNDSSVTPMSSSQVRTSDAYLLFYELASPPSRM
#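 Deubiquitinase activity read as fluorescence (485/531 nm) after Ub-CHOP2 cleavage activates the enterokinase reporter on its substrate; USP2 core 10nM, Ub-CHOP2 and substrate 25nM each, 30min compound preincubation then 60min RT; data normalized to NEM, curves fitted.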
# uPA surface inh: cell surface uPA generation inhibition. cell surface uPA generation assay, qHTS. Potency, µM (top dose mostly 38.3 µM), for inactives: top-dose activity change, negative = inhibition, usual class: inhibitors. 330,000 compounds, 0.31% hits; active = well fitted inhibition curve with a large enough effect; inconclusive = small, poorly fitted or top-dose-only effect; inactive = no such curve, though single readings can be large or run the other way; tested in mouse RAW 264.7 cells; note: potency is the fitted concentration of half-maximal effect; nearly all actives have a fitted effect of over 55% in size
# GALK inh: inhibitors of human galactokinase; P51570; Purified GALK, Kinase-Glo residual ATP luminescence; Potency, µM (top dose mostly 57.5 µM), inactives show at the highest dose activity change, negative = inhibition, hits mostly inhibitors; 270,000 compounds, 0.007% hits; note: potency is the fitted concentration of half-maximal effect
# Target sequence (P51570 whole entry, looked up): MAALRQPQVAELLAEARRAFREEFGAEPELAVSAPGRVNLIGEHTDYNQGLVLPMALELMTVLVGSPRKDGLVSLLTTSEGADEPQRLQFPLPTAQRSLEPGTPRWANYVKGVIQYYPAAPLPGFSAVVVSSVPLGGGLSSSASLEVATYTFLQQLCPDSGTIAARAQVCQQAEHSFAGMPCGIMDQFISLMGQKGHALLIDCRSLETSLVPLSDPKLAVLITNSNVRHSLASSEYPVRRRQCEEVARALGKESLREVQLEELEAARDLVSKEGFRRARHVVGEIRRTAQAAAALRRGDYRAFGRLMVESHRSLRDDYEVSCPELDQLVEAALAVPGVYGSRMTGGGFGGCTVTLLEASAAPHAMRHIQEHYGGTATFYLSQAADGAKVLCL
#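 Quantitative HTS: GALK 5 nM, ATP 35 uM, galactose 100 uM, 1 h room temperature, then luciferase-based ATP detection.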
# Chronic BCR inh: chronic active BCR signaling inhibition; ABC-DLBCL IkBa-CBG/CBR reporter, luminescence ratio, 4 h; 340,000 compounds, 0.05% hits; Potency, µM (highest dose often 46.1 µM), for the others: at the top dose ratio change, negative = lower green/red ratio, hits mostly inhibitors; active = well fitted inhibition curve with a large enough effect in the signal ratio, with a control signal flat, not every such curve was filed as active; inconclusive = small, poorly fitted or top-dose-only effect, or effect the other way, or a change in a side signal; the % refers to the signal ratio;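 note: potency is the fitted concentration of half-maximal effect; plate controls were basal doxycycline-induced cells for no effect and cells given 10 µM MG132 for full effect; MG132 reads +100%, hits lower the ratio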
#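 Concentration-response series (up to 46 uM) were applied to TMD8 dual-reporter cells for 4 h at 37C with doxycycline. Green/red ratio, after filter-overlap correction, defined %Activity; red signal alone was normalised to basal cells and zero luminescence.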
# PKM2 activator: PKM2 (human) enzyme activation; P14618; purified PKM2, Kinase-Glo ATP luminescence, activation; response scale: 0% is enzyme alone, no compound; Potency, µM (series often up to 57.5 µM), without a hit: top-dose activation, usual class: activators; 260,000 compounds, 0.34% hits; AID 1631; note: potency is the fitted concentration of half-maximal effect; nearly all actives have a fitted effect of over 55% in size
#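 hPK-M2, >95% pure; 0.1 mM ADP / 0.5 mM PEP final; imidazole pH7.2 buffer w/ 7 mM MgCl2, 50 mM KCl; 1 h RT; Kinase-Glo lum. Intermediate enzyme activity for dual inhibitor/activator qHTS.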
# Giardia kill: Giardia lamblia killing. Giardia lamblia trophozoite viability. 340,000 compounds, 0.15% hits. AID 540267. activity change, % at 7.66 µM, hits read low; in the data active = activity change below about -80%; inconclusive = between about -30% and that limit;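 note: parasites exposed to compound for two days anaerobically before the ATP read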
#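 Giardia trophozoites, 100 cells per well, were exposed to compounds for 48 hrs at 37 deg C under anaerobic conditions; viability was then read as ATP content by bioluminescence after 15-30 min at room temperature.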
# hERG WT inh: blocks the wildtype human KCNH2 potassium channel. AID 720551. U2OS, BacMam KCNH2, thallium flux FluxOr; stronger effect = lower value. 340,000 compounds, 0.37% hits. Q12809. activity change, % at 1.84 µM;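 active = maximum activity change below -70%; inconclusive = maximum activity change between -70% and -50%; inactive = maximum activity change above -50%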
#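 U2OS cells were transduced with wild-type KCNH2 virus (2.03 x 10^8 / mL) for 4 h at room temperature, then cultured overnight at 37 C. Thallium flux was read with FluxOr dye. Rate constants were normalized to DMSO controls.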
# KCNH2 3.1 block: KCNH2 3.1 (human) potassium channel inhibition; U2OS KCNH2 3.1, thallium flux FluxOr; stronger effect = lower value; activity change, % (tested at about 1.8 µM); 340,000 compounds, 0.95% hits;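 active = maximum activity change below -70%; inconclusive = maximum activity change from -70% to -50%; inactive = maximum activity change above -50%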;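 note: thallium influx rate constant from kinetic fluorescence after stimulation buffer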
#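 Measured as rate of thallium-driven FluxOr signal in transduced U2OS cells carrying the 3.1 channel, read kinetically for 2 min upon stimulation; values are rate constants scaled to DMSO control wells.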
# B2AR arrestin: agonists driving beta-arrestin recruitment to human beta2-adrenergic receptor. beta-arrestin recruitment to beta2AR, cell-based reporter. AID 492947. P07550. Potency, µM (doses to about 46.1 µM), inactives show top-dose activation, hits mostly activators. 330,000 compounds, 0.02% hits;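 note: potency is the fitted concentration of half-maximal effect; 0% = DMSO controls and full agonism = EC100 isoproterenol or metaproterenol; nearly all actives have a fitted effect of over 65% in size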
# * marks the source's active call; other numbers are inactive results; ? = inconclusive; · = no result given; & = joins results of further samples; [ ] = another dose, or the depositor's remark. Unless noted, calls come from the whole dose curve; as a rule, active = well fitted curve in the direction sought with a large enough effect; inconclusive = small, poorly fitted or top-dose-only effect, or another doubt; inactive = no such curve, though single readings can be large; an effect the other way counts as inactive or inconclusive. Unless noted, % is set by controls: 0 for no effect and ±100 for the full control effect.
item	Structure	Eya2 phos inh	FBPA coupling cs	USP2a inh	uPA surface inh	GALK inh	Chronic BCR inh	PKM2 activator	Giardia kill	hERG WT inh	KCNH2 3.1 block	B2AR arrestin
1	Cc1cc(C(=O)CN2C(=O)C(=O)N(Cc3ccccc3)C2=O)c(C)n1Cc1ccccc1	-16%	·	-5%	3%	·	3%	·	8	2	5	-0.9%
2	O=S(=O)(NC1CCCc2ccccc21)c1cnc[nH]1 (configuration not stated)	-7%	3	-1%	-2%	0%	3%	6%	-19	-6	2	-0.1%
3	CC(=O)Nc1ccc(NC(=O)CSc2nnc(C)c(=O)[nH]2)cc1	8%	3	3%	-2%	3%	1%	13%	2	2	7	-0.1%
4	Cc1cc(=O)oc2ccc(OC(=O)c3cccc(S(=O)(=O)N4CCOCC4)c3)cc12	5%	0	2%	-2%	-3%	?	7%	-17	1	-3	-0.2%
5	O=S(=O)(c1ccc2c(c1)OCCO2)N1CCC(n2cnc3cc(F)ccc32)CC1	-2%	4	2%	0%	2%	?	7.1µM*	-6	-18	-24	0.2%
6	COc1ccc(C2=CC(c3ccc(Cl)cc3)n3cnnc3N2)cc1OC (configuration not stated)	-6%	0	14%	-1%	4%	?	9%	-6	-3	-7	-0.5%
7	CC12CCC(=O)N1C(C(=O)Nc1nc3ccc(S(C)(=O)=O)cc3s1)CS2 (configuration not stated)	-2%	·	2%	-5%	5%	-1%	-8%	18	-17	9	0.5%
8	O=C1CCN(Cc2ccccc2)S(=O)(=O)c2ccccc21	-1%	-1&-13	-1%	-26%	1%	0%	21%	-4&18	-7	14	-0.5%
9	O=C(CNC(=O)Cc1ccccc1)N=Nc1c(O)n(Cc2ccc3c(c2)OCO3)c2ccccc12	-23%	0	1%	13%	0%	-2%	-9%	6	9	-1	0.2%
10	O=C(NC1CC1)c1cc2cc3ccccc3nc2s1	8%	-3	3%	-16%	3%	?	-1%	7	-2	6	-0.9%
11	C=C(C)Cn1c(=O)c2c(nc3n2CCCN3CCc2ccccc2)n(C)c1=O	-4%	4	0%	-3%	6%	5%	8%	27	-6	7	-0.6%
12	CCC(C)(C)NC(=O)C(c1cccnc1)N(CCOC)C(=O)Cn1nnc2ccccc21 (configuration not stated)	-3%	-1	2%	1%	5%	1%	0%	5	12	4	0.4%
13	COCCNC(=O)CC(NS(=O)(=O)c1ccc(C)cc1)c1ccco1 (configuration not stated)	-14%	0	-1%	9%	-1%	2%	6%	-1	-1	10	-0.4%
14	CN(CC(=O)Nc1ccccc1Br)C(=O)c1cccn1C	-2%	·	0%	3%	·	-6%	·	-13	-10	11	0.3%
15	O=C1CCC(C(=O)N2CCCC(Nc3ccc(F)cc3)C2)=NN1 (configuration not stated)	-5%	1	0%	6%	-1%	5%	1%	5	-8	·	0.6%
16	O=[N+]([O-])c1cc(Cl)cc(/C=N/n2cnnc2)c1O	2%	2	1%	-1%	15%	4%	0%	29	-1	-3	-1.1%
17	O=C(Oc1ccc(C(=S)N2CCOCC2)cc1Cl)c1ccccc1F	14%	2	2%	9%	5%	-2%	-3%	4	5	-4	-0.4%
18	CC1CCN(C2CC(=O)N(c3ccccc3)C2=O)CC1 (configuration not stated)	5%	3	6%	0%	0%	16%	-1%	-16	1	-2	0.3%
19	CCOC(=O)Nc1ccc2ncn(C)c(=O)c2c1	3%	-3	1%	-30%	2%	?	0%	0	3	13	-0.6%
20	Cc1cc(C)cc(NS(=O)(=O)c2ccc(NC(=S)Nc3ccccc3)cc2)c1	0%	1	3%	-2%	1%	?	1%	10	8	-1	-0.6%
21	CC12CCC(C(=O)N(CSC(=S)N/N=C\c3ccccc3Cl)C1=O)C2(C)C (configuration not stated)	-16%	-7	-10%	-4%	-2%	?	2%	1	-4	-15	-0.3%
22	Cc1ccccc1NS(=O)(=O)c1cc2c3c(c1)C(C)C(=O)N3CCC2 (configuration not stated)	1%	·	6%	-3%	7%	-5%	·	-8	-8	-12	-0.1%
23	C=CCn1c2ccccc2c2nnc(SCc3ccc4nonc4c3)nc21	-4%	2	0%	13%	0%	?	8%	0	5	-8	-0.1%
24	COc1cccc(CNC(=O)N[C@@H](C)C(=O)O)c1	9%	2	1%	5%	4%	-1%	-4%	-15	-4	1	-0.7%
25	O=C(c1cc2ccccc2oc1=O)N(Cc1cccs1)Cc1cccs1	-20%	0	0%	-4%	-1%	16%	2%	11	5	-43	-0.6%

# Another view of part of the listing above.
10. O=C(NC1CC1)c1cc2cc3ccccc3nc2s1
6. COc1ccc(C2=CC(c3ccc(Cl)cc3)n3cnnc3N2)cc1OC (configuration not stated)
2. O=S(=O)(NC1CCCc2ccccc21)c1cnc[nH]1 (configuration not stated)
16. O=[N+]([O-])c1cc(Cl)cc(/C=N/n2cnnc2)c1O
19. CCOC(=O)Nc1ccc2ncn(C)c(=O)c2c1
25. O=C(c1cc2ccccc2oc1=O)N(Cc1cccs1)Cc1cccs1
Screen / compound no.	10	6	2	16	19	25
Eya2 phos inh	8%	-6%	-7%	2%	3%	-20%
FBPA coupling cs	-3	0	3	2	-3	0
USP2a inh	3%	14%	-1%	1%	1%	0%
uPA surface inh	-16%	-1%	-2%	-1%	-30%	-4%
GALK inh	3%	4%	0%	15%	2%	-1%
Chronic BCR inh	?	?	3%	4%	?	16%
PKM2 activator	-1%	9%	6%	0%	0%	2%
Giardia kill	7	-6	-19	29	0	11
hERG WT inh	-2	-3	-6	-1	3	5
KCNH2 3.1 block	6	-7	2	-3	13	-43
B2AR arrestin	-0.9%	-0.5%	-0.1%	-1.1%	-0.6%	-0.6%

# Record cards, from the list above. Order of screens: Eya2 phos inh | FBPA coupling cs | USP2a inh | uPA surface inh | GALK inh | Chronic BCR inh | PKM2 activator | Giardia kill | hERG WT inh | KCNH2 3.1 block | B2AR arrestin
# C=C(C)Cn1c(=O)c2c(nc3n2CCCN3CCc2ccccc2)n(C)c1=O in the list: -4% | 4 | 0% | -3% | 6% | 5% | 8% | 27 | -6 | 7 | -0.6%
# CC(=O)Nc1ccc(NC(=O)CSc2nnc(C)c(=O)[nH]2)cc1 in the list: 8% | 3 | 3% | -2% | 3% | 1% | 13% | 2 | 2 | 7 | -0.1%
# COCCNC(=O)CC(NS(=O)(=O)c1ccc(C)cc1)c1ccco1 (configuration not stated) in the list: -14% | 0 | -1% | 9% | -1% | 2% | 6% | -1 | -1 | 10 | -0.4%

# The listing continues:
item	Structure	Eya2 phos inh	FBPA coupling cs	USP2a inh	uPA surface inh	GALK inh	Chronic BCR inh	PKM2 activator	Giardia kill	hERG WT inh	KCNH2 3.1 block	B2AR arrestin
26	COc1ccc(C(=O)/C=C/c2cccs2)c(OC(=O)c2cccc([N+](=O)[O-])c2)c1	9%	-4	1%	0%	-2%	?	-5%	-11	-1	-36	-0.2%
27	CC(NC(=O)C1CSC2(C)CCC(=O)N12)c1ccccc1Cl (configuration not stated)	17%	·	0%	-3%	·	-5%	·	5	-3	1	-0.1%
28	O=C(NC1CCCCC1)c1ccc([N+](=O)[O-])o1	-10%	-4	-1%	·	0%	-5%	-5%	-95*	-21	-20	-0.2%
29	Cc1ccc(S(=O)(=O)CCC(=O)OCC(=O)NC(C)c2ccc(F)cc2)cc1 (configuration not stated)	14%	·	1%	11%	·	-1%	·	-15	1	0	-0.4%
30	COc1cc(OC)c(C(=O)CCCN2CCCC2)c(OC)c1	1%	1&1	1%	0%	0%	-1%	0%	62[activator]	3	19	-0.9%
31	Nc1ccc2c(c1)C(=O)c1ccccc1C2=O	13%	·	-1%	2%	·	17%	·	2	1	4	0.2%
32	O=C(c1ccc(Cl)cc1)C1CCN(C(=O)N2CCOCC2)CC1	9%	0	2%	-13%	7%	3%	4%	-13	-27	-12	-0.5%
33	CN(C)C(=N)c1n[nH]nc1SCc1ccccc1	0%	1	0%	5%	-4%	1%	7%	2	6	3	-0.3%
34	COc1ccc(/C=C2\SC(=NCc3ccccc3)N(Cc3ccccc3)C2=O)cc1OC	1%	-2	0%	-8%	-2%	-10%	-1%	-15	-3	-39	-0.1%
